Screening data as filed in PubChem BioAssay.
m5-HT2A agonist = mouse HTR2A agonism via beta-arrestin recruitment; AID 624169; actives 0.66% (n = 360,000); CHO-K1 mHTR2A beta-arrestin complementation, luminescence; percent of 30 µM serotonin response; activation, % at 7.6 µM; P35363;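 active means activation above a run cutoff, the mean activation of all tested compounds plus 3 SD, cut at about 14% in these data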;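 further: 0% = plate median of compound wells and 100% = 30 µM serotonin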
H9c2 protect = protects H9c2 cardiomyocytes from peroxide injury; protection from H2O2 cell death, % at 20 µM; AID 588492; actives 0.63% (n = 360,000); H2O2 injury protection, ATPLite, 2 h;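 active means compounds giving at least 50% protection of heart cells from peroxide-induced death in the single-dose screen, raw or plate-pattern-corrected value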;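 further: 0% = DMSO wells with peroxide and 100% = DMSO wells without peroxide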
CaV13 ICDI inh = Disruptors of the CACNA1D IQ motif to Ca2+-dependent inactivation inhibitor domain association, primary screening, Förster resonance energy transfer in intact living … | inhibition, % at 12.3 µM | actives 0.098% (n = 340,000) | HEK cells, CFP/YFP FRET ICDI-IQ, plate reader, 10 min; percent FRET-ratio fall versus neutral wells;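 active means mean replicate inhibition of at least 30% and at least 1% of replicates passing that level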;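 further: 0% = median of the neutral control wells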
PDI inh = blocks human protein disulfide isomerase activity. P07237. PDI insulin aggregation turbidity, A650, 90 min. inhibition, % at 10 µM. actives 0.052% (n = 350,000);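 active means mean inhibition across replicates of 30% or more, whatever share of single replicates reach that level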;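 further: absorbance from insulin aggregation driven by PDI reduction with DTT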
Target sequence (P07237 whole entry, looked up): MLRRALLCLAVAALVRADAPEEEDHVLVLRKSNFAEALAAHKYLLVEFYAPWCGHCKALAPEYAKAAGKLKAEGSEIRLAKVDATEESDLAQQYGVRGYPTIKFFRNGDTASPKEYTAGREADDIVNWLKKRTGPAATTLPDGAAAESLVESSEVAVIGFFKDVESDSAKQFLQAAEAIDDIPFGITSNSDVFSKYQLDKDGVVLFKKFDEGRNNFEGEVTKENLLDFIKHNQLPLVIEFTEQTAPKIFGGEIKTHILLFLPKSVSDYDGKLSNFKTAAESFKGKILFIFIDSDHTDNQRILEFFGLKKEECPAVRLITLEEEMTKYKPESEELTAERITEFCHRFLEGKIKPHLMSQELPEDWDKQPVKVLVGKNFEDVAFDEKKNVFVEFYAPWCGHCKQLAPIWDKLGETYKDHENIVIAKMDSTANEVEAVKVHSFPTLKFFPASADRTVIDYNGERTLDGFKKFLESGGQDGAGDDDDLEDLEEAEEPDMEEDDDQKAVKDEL
iPSC survival up = enhancers of human iPSC single-cell survival | survival enhancement, % at 20 µM | hiPSC single-cell survival, ATPlite luminescence; 100% = ROCK inhibitor wells, 0% = DMSO | actives 0.044% (n = 360,000) | AID 602274; in the data active means survival enhancement above about 18%;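 further: cells exposed to compounds for 16 hours before the ATP read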
HIF-2a inh = HIF-2a inhibition; 786-0 RCC cells HIF-2a reporter, luciferase luminescence, overnight; inhibition, % at 18.8 µM; actives 0.72% (n = 360,000);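 active means inhibition of the luminescence signal of 40% or more relative to plate controls, in a single-dose primary screen at 18.75 µM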
Peg3 promoter = inhibitors of Peg3 promoter | actives 1.7% (n = 360,000) | HeLa PEG-Prom luciferase reporter, luminescence, overnight | inhibition, % at 20 µM | AID 588405;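 active means inhibition of at least 50% at 20 µM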
NR2E3 ag-1 = NR2E3 (human) agonism | GST-NR2E3/biotin-RetCOR TR-FRET, 1536-well | inhibition of corepressor binding, % at 4.78 µM | Q9Y5X4 | actives 0.12% (n = 320,000) | AID 2300;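 active means percent inhibition above the cutoff of mean plus 3 SD of all tested compounds, set per screening campaign, cut at about 20% in these data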;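 further: 0% = DMSO wells and 100% = biotin wells as full block of FRET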
Target sequence (Q9Y5X4 whole entry, looked up): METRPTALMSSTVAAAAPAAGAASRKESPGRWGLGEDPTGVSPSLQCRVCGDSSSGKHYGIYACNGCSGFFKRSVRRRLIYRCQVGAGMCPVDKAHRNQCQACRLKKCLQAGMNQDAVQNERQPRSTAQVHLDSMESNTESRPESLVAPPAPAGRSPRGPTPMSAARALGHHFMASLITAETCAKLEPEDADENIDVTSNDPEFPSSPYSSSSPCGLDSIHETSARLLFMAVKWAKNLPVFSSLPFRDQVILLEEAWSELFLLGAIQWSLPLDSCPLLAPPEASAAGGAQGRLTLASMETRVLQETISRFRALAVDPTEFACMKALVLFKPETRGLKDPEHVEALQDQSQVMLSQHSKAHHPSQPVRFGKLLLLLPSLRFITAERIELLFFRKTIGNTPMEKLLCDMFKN
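System: GST-tagged NR2E3 plus biotinylated RetCOR corepressor; Buffer or medium: pH 7.5 Tris-based buffer; Probe or stimulus: RetCOR corepressor, biotinylated, 7 nM; Doses: compound at 4.8 µM, single dose; Schedule: 5 h incubation at 4 °C; Technique: time-resolved FRET; Evaluation: percent inhibition of TR-FRET ratio; Replication: one well per compound, singlicate testing.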
Shn3 3UTR inh = Schnurri-3 reporter inhibition in Clone20 osteoblasts; Clone20 osteoblast Shn3 3'UTR firefly luciferase, 24 h; actives 0.52% (n = 360,000); inhibition, % at 12.5 µM; AID 588674;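 active means mean inhibition of at least 75% with every replicate also reaching 75%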;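 further: 0% = median of neutral control wells and 100% = pilot-screen positive control compound; some compounds past the cut are filed as inactive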
MITF TRPM1 inh = inhibitors of MITF-driven TRPM1 promoter in melanoma cells; SK-MEL-5 TRPM1 promoter luciferase, 24 h; inhibition, % at 12.5 µM; actives 0.83% (n = 330,000); AID 488899;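 active means mean inhibition across replicates of 60% or more, whatever share of single replicates reaches that level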; further: values of inactives mirror those of a sister screen read the other way
NR2E3 ag-2 = activates human NR2E3 receptor; Q9Y5X4; CHO-S Gal4-NCOR/VP16-NR2E3 two-hybrid, luciferase; inhibition of corepressor binding, % at 3.98 µM; actives 0.35% (n = 360,000); AID 602229;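 active means inhibition above the mean of all tested compounds plus 3 SD, cut at about 70% in these data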;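 further: 0% = DMSO with NR2E3 transfected cells and 100% = cells lacking NR2E3 construct; higher means lower luciferase signal from less NR2E3 corepressor binding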
The depositor's hits bear a star; . = not tested or not shown.

| canonical_smiles | m5-HT2A agonist | H9c2 protect | CaV13 ICDI inh | PDI inh | iPSC survival up | HIF-2a inh | Peg3 promoter | NR2E3 ag-1 | Shn3 3UTR inh | MITF TRPM1 inh | NR2E3 ag-2 |
| --- | --- | --- | --- | --- | --- | --- | --- | --- | --- | --- | --- |
| FC(F)C(F)(F)C1=CC(c2ccccc2)=NCCN1 | -4 | -22 | . | 2 | 1.3 | 9 | 4 | 0 | 79 | 4 | -24 |
| CCn1c(CNc2ccc(Cl)cc2)nnc1SCC#N | 3 | 5 | -4 | -14 | -2.6 | 13 | -1 | 4 | 6 | 2 | 2 |
| Cc1cc(C)cc(NC(=O)[C@@H](NC(=O)c2ccco2)C(C)C)c1 | -6 | 8 | -5 | 1 | -0.3 | 1 | 4 | 1 | 7 | 3 | -3 |
| O=C(CC12CC3CC(CC(C3)C1)C2)NCc1ccc(F)cc1 | 5 | 1 | 13 | 2 | -0.6 | 5 | 6 | -1 | 3 | -4 | -20 |
| Cc1oc2c(F)c(F)c(F)c(F)c2c1S(=O)(=O)Nc1cccc(C(F)(F)F)c1 | -2 | -19 | -5 | -5 | -0.1 | 5 | 47 | 0 | 29 | 13 | 110* |
| COc1ccc(C(C#N)=Cc2cccc(OC)c2OC)cc1 | -5 | -12 | -10 | -1 | 5.3 | -255 | -176 | . | 16 | . | -86 |
| C/C(=N/NC(N)=S)c1cc2ccc(O)cc2oc1=O | 2 | 4 | 1 | 22 | 0.3 | 6 | 8 | 2 | -6 | -9 | -3 |
| O=C1CCCN2N=C(SCC(=O)N3N=C(c4ccc(Br)cc4)CC3c3ccc(F)cc3)SC2=N1 (stereo unspecified) | 3 | -3 | -1 | 2 | 0.5 | -11 | 17 | 1 | 13 | 18 | 5 |
| COc1ccc(C(=O)Cc2ccccc2)cc1OC | 2 | -4 | -7 | 1 | -1.1 | -9 | -6 | 1 | -28 | 0 | -5 |
| Cc1c(NC(=O)COC(=O)Cn2cc(C(F)(F)F)ccc2=O)cccc1[N+](=O)[O-] | -2 | 1 | -2 | 7 | -0.1 | -4 | 16 | -3 | 4 | 0 | 6 |
| O=C(NCc1ccc(F)cc1)C1CC(=O)N(Cc2ccco2)C1 (stereo unspecified) | -6 | 4 | -2 | 6 | 0.2 | -17 | -4 | -1 | -1 | 12 | -57 |
| O=c1cnnc(N/N=C/c2cccs2)[nH]1 | -4 | -1 | 1 | -1 | 0.1 | 14 | 30 | 2 | -20 | 2 | -22 |
| C/C(=N\NC(=O)c1nn(C)c(C)c1Br)c1ccc(NC(=O)C2CCCC2)cc1 | -7 | 1 | -7 | -9 | -0.3 | -61 | -31 | . | 5 | -5 | -144 |
| Cc1nc(SCC(=O)N2CCOCC2)c2c(C)c(C)sc2n1 | 1 | -7 | -3 | -6 | 0.2 | 1 | 19 | 1 | 11 | 12 | -22 |
| C=CCOc1c(Br)cc(/C=N/NC(N)=O)cc1OC | 5 | 6 | -3 | 0 | -2.2 | 14 | 36 | -3 | 8 | 12 | 7 |
| O=c1[nH]c2cc3c(cc2cc1CN(Cc1ccco1)C(=S)NCC1CCCO1)OCCO3 (stereo unspecified) | -2 | 11 | -3 | -4 | -1.7 | 18 | 28 | -3 | -4 | 20 | -10 |
| O=C(CSc1nnc(CN2CCCCC2)n1-c1ccccc1)c1ccc2c(c1)OCO2 | -4 | -6 | -5 | 0 | 1.1 | -4 | -2 | -4 | 6 | -7 | 15 |
| Nc1ccc2cc3[nH]c4cc(N)ccc4c3nc2c1 | -2 | -9 | -13 | 2 | -4.3 | -41 | 28 | . | 90* | 83* | -51 |
| COc1ccc(C2Nc3ccccc3C(=O)N2c2ccccc2)cc1Cn1cc([N+](=O)[O-])cn1 (stereo unspecified) | -3 | 4 | 6 | 3 | -1.0 | -11 | -40 | 1 | -4 | -22 | -60 |
| C/C(=C\c1ccccc1)CN1CCN(c2ccccc2)CC1 | 19* | -8 | -4 | -8 | 2.2 | -2 | 11 | 5 | -4 | 7 | 2 |
| C#CCNC(=O)C1=C[C@@H](c2coc3ccccc3c2=O)C[C@@H](OCc2ccc(CO)cc2)O1 | 1 | -2 | -13 | 7 | 6.5 | -18 | 11 | 2 | -4 | -6 | -23 |
| Cc1nc(/C=[N+](\[O-])C(C)(C)/C=N/O)n(O)c1C | -4 | 11 | -7 | -7 | 2.3 | 14 | 15 | -2 | -8 | 5 | -7 |
| CN1CCN(c2cc(N3CCc4ccccc4C3)c(F)cc2[N+](=O)[O-])CC1 | -3 | 23 | -5 | 8 | 1.1 | 1 | 26 | -4 | -5 | -1 | 3 |
| Cc1ccc(S(=O)(=O)Nc2cccc(-c3ccc(N4CCCCCC4)nn3)c2)c(C)c1 | 2 | 0 | -7 | 2 | -0.2 | -191 | -227 | -3 | -44 | -47 | -54 |
| Cc1cc(NC(=O)C(C)SCC(=O)Nc2cc(C(F)(F)F)ccc2N2CCOCC2)no1 (stereo unspecified) | 3 | -1 | -6 | -5 | -0.2 | 14 | 6 | -2 | 9 | 4 | 16 |
| COc1ccc(S(=O)(=O)NCC2CCCO2)cc1NC(=O)c1ccccc1F (stereo unspecified) | 1 | 2 | -3 | 14 | -0.6 | 6 | 18 | -2 | 3 | 4 | -28 |
| COc1ccc(-c2cc(C(=O)OCC(=O)c3cccc([N+](=O)[O-])c3)c3cc(C)ccc3n2)cc1 | 2 | -4 | -7 | 3 | -2.8 | -23 | -40 | 1 | -15 | -2 | 21 |
| COc1ccc(OC)c(/C=N/NC(=O)CSc2cc(C)nc3c(OC)cccc23)c1 | -6 | 0 | -6 | 6 | -0.8 | 23 | 8 | 0 | -6 | 20 | -25 |
| Cc1nn(C)cc1/C=N/NC(=O)Cn1nccc1C | -3 | 5 | -3 | 10 | -0.1 | -6 | 6 | 0 | 2 | -16 | 9 |
| CCC/C=C1/CCCOC(C(=O)NCc2ccccn2)(C(F)(F)F)C1 (stereo unspecified) | -7 | -1 | -9 | -3 | -0.1 | 0 | -2 | 1 | -17 | -1 | -7 |

New compounds follow:
mol	m5-HT2A agonist	H9c2 protect	CaV13 ICDI inh	PDI inh	iPSC survival up	HIF-2a inh	Peg3 promoter	NR2E3 ag-1	Shn3 3UTR inh	MITF TRPM1 inh	NR2E3 ag-2
COc1ccc(C(=O)c2ccc(N(C)C)cc2)c2ccccc12	7	-6	.	5	-0.2	-65	-5	4	13	6	-13
CC(O)CNCCCOc1cccc(C(F)(F)F)c1 (stereo unspecified)	-1	0	-1	8	0.0	4	14	2	-1	6	-12
Cn1nc(C2CC2)cc1NC(=O)C1(C)CCN1C(=O)Cc1ccc(-c2ccccc2)cc1 (stereo unspecified)	4	-11	-11	2	-1.3	6	30	.	39	.	27
COc1cc(C(=O)N2CCN(Cc3ccc4c(c3)OCO4)CC2)c([N+](=O)[O-])cc1OC	1	6	-5	-8	-0.6	18	19	-1	7	6	-15
Cc1ccc(C(=O)N2CCC3(CC2)Oc2ccc(F)cc2C(=O)C32CC(c3ccccc3)=NO2)s1 (stereo unspecified)	-5	-8	-10	-1	-1.2	10	23	3	4	-2	-7
CCN(CC)S(=O)(=O)c1ccc(S(=O)(=O)NCc2cccs2)cc1	-2	-8	-4	-3	-0.5	6	16	2	7	0	2
CCC(C)(C)NC(=O)CN(C(=O)c1snc(C(N)=O)c1N)c1ccc2c(c1)OCO2	0	8	-8	12	0.3	-8	6	4	7	-11	25
CC(C)CCNC(=O)C(CC(C)C)N(Cc1ccc2c(c1)OCO2)C(=O)c1snc(C(N)=O)c1N (stereo unspecified)	-6	23	-4	-1	0.6	12	25	-1	21	7	-2
O=C(NCc1ccc(F)cc1)c1noc2c1CCCC2	-3	1	-9	0	-0.2	-50	-44	7	-15	-29	-15
CCOC(=O)CNC(=O)c1ccccc1	7	2	-5	7	3.4	1	-6	2	-12	-4	5

Record cards, as listed above. Order of values: m5-HT2A agonist	H9c2 protect	CaV13 ICDI inh	PDI inh	iPSC survival up	HIF-2a inh	Peg3 promoter	NR2E3 ag-1	Shn3 3UTR inh	MITF TRPM1 inh	NR2E3 ag-2
Shown for CCOC(=O)CNC(=O)c1ccccc1 = 7	2	-5	7	3.4	1	-6	2	-12	-4	5
Shown for COc1ccc(C(=O)c2ccc(N(C)C)cc2)c2ccccc12 = 7	-6	.	5	-0.2	-65	-5	4	13	6	-13
Shown for CC(O)CNCCCOc1cccc(C(F)(F)F)c1 (stereo unspecified) = -1	0	-1	8	0.0	4	14	2	-1	6	-12
Shown for Cc1ccc(C(=O)N2CCC3(CC2)Oc2ccc(F)cc2C(=O)C32CC(c3ccccc3)=NO2)s1 (stereo unspecified) = -5	-8	-10	-1	-1.2	10	23	3	4	-2	-7
Shown for CC(C)CCNC(=O)C(CC(C)C)N(Cc1ccc2c(c1)OCO2)C(=O)c1snc(C(N)=O)c1N (stereo unspecified) = -6	23	-4	-1	0.6	12	25	-1	21	7	-2

Continued:
mol	m5-HT2A agonist	H9c2 protect	CaV13 ICDI inh	PDI inh	iPSC survival up	HIF-2a inh	Peg3 promoter	NR2E3 ag-1	Shn3 3UTR inh	MITF TRPM1 inh	NR2E3 ag-2
Cc1ccc(S(=O)(=O)CCc2nc3ccccc3n2CCC#N)cc1	6	2	.	-3	-3.4	24	-4	1	-3	19	-8
O=C(CC1SC(=Nc2ccccc2)N(CCc2c[nH]c3ccccc23)C1=O)Nc1ccccc1F (stereo unspecified)	11	-8	-5	-9	1.2	-13	12	5	2	-7	-15
Cc1ccc(NS(=O)(=O)c2ccc(NC(=O)C3CC3)cc2)c(C)c1	5	-9	-4	5	0.2	12	9	2	48	5	64
Fc1ccc(-n2c(Cc3ccccc3)nnc2SCc2nc(-c3ccc(Cl)cc3)no2)cc1	-4	-8	.	10	-2.3	-37	11	4	71	8	-10
O=C(NCCc1ccccn1)C1CC(=O)N(Cc2ccccc2Cl)C1 (stereo unspecified)	-1	-5	-6	-9	5.7	11	11	-4	15	2	-8
CC1CCCN(C(=O)CSc2nnc(-c3ccc(S(=O)(=O)N4CCOCC4)cc3)n2C)C1 (stereo unspecified)	-1	-2	.	6	-1.7	3	28	2	-2	5	-8
Cc1cc(C)c2nc(N3CCCC(C(=O)N4CCN(c5ncccn5)CC4)C3)sc2c1 (stereo unspecified)	-2	29	-4	10	-0.9	-46	18	2	-10	-10	-17
CCCC(C(=O)NC1CCCC1)N(C(=O)c1snc(C(N)=O)c1N)c1ccc(F)cc1 (stereo unspecified)	-5	-1	-4	-1	-0.7	14	9	.	18	-4	-19
COC(=O)CN(C)C(=O)c1ccc(OC2CCN(S(=O)(=O)N(C)C)CC2)cc1	5	-1	-21	10	0.2	-119	-37	1	-20	-11	-30
Cc1ccc(S(=O)(=O)c2ccc([N+](=O)[O-])o2)cc1	-10	-17	-6	-2	-1.1	89*	105*	.	95*	96*	66
